# HTR5A ag ctr – HTR5A agonists in luminescence cell assay, primary screen, counter-screen for OPRM1-OPRD1 heterodimer agonist project, full-deck HTS; 5-hydroxytryptamine receptor 5A (Homo sapiens), P47898; cell-based; activation, % at 9.3 µM; 340,000 tested, 0.61% active; in the data active means activation mostly above about 9.5%, no sharp cut-off; inactive means mostly below about 7.6%;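 further: 0% = cells with vehicle only and 100% = reference agonist; strong numbers were not always called active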
# Target sequence (P47898 whole entry, looked up): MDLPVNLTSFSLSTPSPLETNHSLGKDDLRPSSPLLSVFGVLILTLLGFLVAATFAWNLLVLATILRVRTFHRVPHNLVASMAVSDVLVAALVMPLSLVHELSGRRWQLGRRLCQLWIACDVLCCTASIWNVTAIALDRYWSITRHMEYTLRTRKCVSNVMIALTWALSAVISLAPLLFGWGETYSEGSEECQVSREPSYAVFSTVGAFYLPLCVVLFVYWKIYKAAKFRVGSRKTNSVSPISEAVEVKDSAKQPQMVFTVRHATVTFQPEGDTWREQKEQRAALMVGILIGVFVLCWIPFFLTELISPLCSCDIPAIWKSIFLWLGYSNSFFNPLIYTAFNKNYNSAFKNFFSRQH
# PKA-R1A activ – activators of PKA-R1A holoenzyme, primary screen, biochemical, fluorescence polarization, Cy5-IP20, bovine R1A, mouse PKAc. cAMP-dependent protein kinase type I-alpha regulatory subunit (Bos taurus) + …. PKA-R1A dissociation; scaled: DMSO 0%, 113 µM cGMP 100%. activation, % at 11.4 µM. 340,000 tested, 0.083% active. AID 504707, 2011;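 active means percent activation above the mean of all tested compounds plus 3 SD, cut at about 19% in these data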;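 further: higher means more PKAc released from R1A so a rise in polarization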
# PKA-R2B act – activators of PKA-R2B holoenzyme, primary screen, biochemical, fluorescence polarization, Cy5-IP20, human | activation, % at 11.4 µM | cAMP-dependent protein kinase catalytic subunit beta (Homo sapiens) + cAMP-dependent … | PKA-R2B holoenzyme dissociation; R2B truncated from residue 108, S112A mutant; 0% DMSO only, 100% 113 µM cGMP | 340,000 tested, 0.079% active | AID 504700, 2011;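 active means activation above a cutoff set at the mean over all compounds plus 3 SD, cut at about 18% in these data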;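 further: higher means more holoenzyme dissociation and a rise in polarization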
# Target sequence (P31323 whole entry, looked up, other chains not shown, the tested form may be a part): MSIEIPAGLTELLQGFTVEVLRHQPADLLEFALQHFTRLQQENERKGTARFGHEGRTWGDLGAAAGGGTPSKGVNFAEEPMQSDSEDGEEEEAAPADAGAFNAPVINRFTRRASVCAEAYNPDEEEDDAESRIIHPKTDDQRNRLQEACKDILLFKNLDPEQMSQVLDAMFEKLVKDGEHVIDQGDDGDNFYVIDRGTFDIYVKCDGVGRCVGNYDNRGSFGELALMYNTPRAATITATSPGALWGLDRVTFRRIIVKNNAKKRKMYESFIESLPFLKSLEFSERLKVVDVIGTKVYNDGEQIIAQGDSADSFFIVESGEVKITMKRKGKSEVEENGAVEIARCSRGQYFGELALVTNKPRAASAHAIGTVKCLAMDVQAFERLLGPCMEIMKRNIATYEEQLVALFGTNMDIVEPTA
# HTR5A inv ag – HTR5A inverse agonists in luminescence cell assay, primary screen, counter-screen for OPRM1-OPRD1 heterodimer inverse agonist project, full-deck HTS | inhibition, % at 9.3 µM | HTR5A cell line, inverse agonism | 340,000 tested, 0.083% active | AID 504634, 2011; in the data active means inhibition mostly above about 23%, no sharp cut-off; inactive means mostly below about 18%;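 further: 0% = cells with DMSO and 100% = no-cell wells with DMSO; some compounds called inactive have numbers as strong as hits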
# OPRM1-OPRD1 ag – agonists of OPRM1-OPRD1 heterodimerization, primary screen, cell-based, luminescence. Mu-type opioid receptor (Homo sapiens) + Delta-type opioid receptor (Homo sapiens), …. cells. activation, % at 9.3 µM. 340,000 tested, 0.3% active. AID 504326, 2011; in the data active means activation above about 18%;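 further: 0% = vehicle-treated cells and 100% = reference agonist; values of inactives mirror those of a sister screen read the other way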
# DAGLB inhibitor – DAGLB lipase inhibitors, primary screen, biochemical, fluorescence, HTS | Diacylglycerol lipase-beta (Homo sapiens), Q8NCG7 | HEK293T DAGLB membrane lysate, EnzChek fluorogenic substrate | inhibition, % at 5.17 µM | 340,000 tested, 0.059% active | AID 504411, 2011; in the data active means inhibition above about 34%;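 further: 0% = enzyme with vehicle and 100% = wells lacking enzyme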
# Arrestin-AP2 inh – inhibitors of beta-arrestin/AP2 binding, primary screen, biochemical, GPCR trafficking, flow cytometry; inhibition, % at 10 µM; AID 504490, 2011; 340,000 tested, 0.31% active; FITC-arrestin peptide / GST-AP2 beads; AP2 beta2 appendage carries R879A mutation; beta-arrestin 1 C-terminal peptide binding to AP2 beta2-adaptin appendage (human);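 active means inhibition above a set limit, near 3 SD of compounds lacking own fluorescence, cut at about 54% in these data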;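 further: plate controls were DMSO wells for no effect and 5 µM unlabelled arrestin peptide for full effect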
#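 System: GST-AP2 R879A glutathione beads; medium: PBS, Tween 20 0.05%, BSA 0.1%; reagent: fluorescein-tagged arrestin peptide at 50 nM final; schedule: pre-incubation 12 min, peptide binding 1 h, room temperature; detection: flow cytometry, FL1 (488/535 nm); read-out: inhibition as reduced fluorescein signal on beads, percent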
# OPRM1-OPRD1 inv – inverse agonists of MOR-DOR heterodimerization, primary screen, cell-based, luminescence | Mu-type opioid receptor (Homo sapiens) + Delta-type opioid receptor (Homo sapiens), … | cell-based MOR-DOR heterodimer luminescence, inverse agonism | inhibition, % at 9.3 µM | 340,000 tested, 0.21% active; in the data active means inhibition above about 22%, passing the limit was not always enough;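 further: 0% = cells with DMSO and 100% = wells without cells with DMSO; values of inactives mirror those of a sister screen read the other way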
# DSG3 Ab inh – inhibitors of pemphigus antibody binding to DSG3, primary screen, biochemical, bead-based, flow cytometry, scFv-GFP; Desmoglein-3 (Homo sapiens), P32926; DSG3-coupled beads, scFv-anti-DSG3-GFP binding; active compounds read low; binding (percent of control), % at 10 µM; 310,000 tested, 0.48% active; AID 588358, 2011;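 active means binding more than 3 SD below its plate's average and above zero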;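 further: hits lower antibody fragment binding to DSG3; some compounds called inactive have numbers as strong as hits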
# V-ATPase pH – regulators of yeast V-ATPase proton pumping, primary screen, pHLuorin cytosolic pH fluorescence | S. cerevisiae | response, % at 10 µM | 350,000 tested, 0.37% active | AID 504577, 2011; in the data active means response mostly above about 7.3%, no sharp cut-off; inactive means mostly below about 5.4%; further: actives read high; inactives centre near 0; some compounds called inactive have numbers as strong as hits; reference of the scale not given here
# Active calls of the source: *; x = no result given.
SMILES,HTR5A ag ctr,PKA-R1A activ,PKA-R2B act,HTR5A inv ag,OPRM1-OPRD1 ag,DAGLB inhibitor,Arrestin-AP2 inh,OPRM1-OPRD1 inv,DSG3 Ab inh,V-ATPase pH
O=C(NC(Cc1ccccc1)c1ccc2c(c1)OCCCO2)c1ccccc1 (configuration not stated),5,1,-7,-29,-3.4,-3,35,18,96,-8
CCOC(=O)CSC1=NC(=O)CS1,1,6,-11,-2,-0.9,-1,4,5,106,-5
Oc1ccc(-c2[nH]nc(-c3ccccc3)c2-c2nc3ccccc3[nH]2)cc1,-8,-14,-4,-11,-1.1,4,-1,6,105,-2
COc1ccc(NC(=O)CS(=O)(=O)c2ccc(F)cc2)cc1,1,5,-6,-4,-1.6,2,4,9,94,0
O=C(c1cnn2c(C(F)F)cc(-c3ccccc3)nc12)N1CCCc2ccccc21,-1,-10,0,-31,-2.8,1,-8,14,102,1
Cc1ccccc1CNC(=O)Cn1cnc(S(=O)(=O)N2CCCC2)c1,-2,-5,-1,-13,-1.4,-1,13,7,102,2
CN1CCN(S(=O)(=O)c2ccc(SCCOc3ccccc3)nc2)CC1,-1,-4,4,-28,-0.9,-3,15,5,100,0
CCc1ccc(NC(=O)CNC(=O)Cn2ccc3ccccc3c2=O)cc1,-3,-6,-3,-9,-0.8,-1,8,4,98,10
Cc1cc(C)c(NC(=O)C(C)(C)C)c(Cl)c1,4,2,1,-11,-2.0,0,6,10,98,-1
CCn1c(SCC(=O)NC2CCCCC2)nnc1-c1cc2cccc(OC)c2o1,1,-8,-1,5,2.0,-1,-3,-11,93,5
CCN(CC)C(=O)C(=O)c1c(-c2ccccc2)[nH]c2ccccc12,3,2,1,0,-1.6,1,1,8,111,-2
O=C1NC(c2ccccc2)(C(F)(F)F)SC2=NCCCN12 (configuration not stated),-1,2,5,4,2.7,3,5,-17,101,1
Cc1cc(C)cc(NC(=O)C(=O)NCCc2c[nH]c3ccccc23)c1,14*,-9,-3,-37,5.1,0,6,-28,108,0
Cc1ccc(Cl)cc1N1CCN(Cc2nc3ccsc3c(=O)[nH]2)CC1,6,-4,1,-16,-0.1,-1,10,0,104,0
COc1ccc(-c2cc3nc(C)c(CCC(=O)N4CCN(c5ccccn5)CC4)c(C)n3n2)c(OC)c1,0,2,-1,15,0.0,-1,-4,0,105,0
CCN1C(=O)[C@@H]2[C@@H](c3ccc(-c4ccc(Cl)c(Cl)c4)c(OC)c3)N3CCCC[C@@]3(C(=O)OC)[C@@H]2C1=O,7,-4,-11,13,-4.5,-2,32,21,104,-3
Nc1nc(SCC(=O)Nc2ccc([N+](=O)[O-])cc2)[nH]c(=O)c1NC(=O)c1ccc(Br)o1,0,12,-5,-1,-0.5,4,14,3,x,0
CC(C)NC(=O)c1ccc2c3n(nc2c1)-c1ccccc1CO3,1,-4,-1,-22,-2.4,5,3,14,104,-1
CC1CC(=O)Nc2ccccc2N1S(=O)(=O)c1cccc(Cl)c1 (configuration not stated),-2,6,-1,5,0.5,0,-18,-3,99,1
COc1ccc(CCNC(=O)C23CCC(C)(C(=O)C2=O)C3(C)C)cc1OC (configuration not stated),5,-3,-3,-19,-2.6,0,42,13,107,-2
CCCNc1nc2ccccc2c(=O)[nH]1,4,12,10,-9,-0.2,-4,33,1,98,0
O=C(CN1CCC(n2nnc3cc(F)ccc32)CC1)NCc1ccco1,4,-7,-13,-12,-1.2,-4,9,7,97,-2
O=C(CSc1ccccc1F)NC1CCS(=O)(=O)C1 (configuration not stated),0,12,-1,-10,0.1,1,8,-1,102,1
Cc1ccc(O)c(C(CC(=O)N2CCCC2)c2ccccc2)c1 (configuration not stated),-1,-14,2,-11,-1.4,-8,6,9,99,0

# Three entries already listed, ordered by length of the SMILES, lowest first.
SMILES,HTR5A ag ctr,PKA-R1A activ,PKA-R2B act,HTR5A inv ag,OPRM1-OPRD1 ag,DAGLB inhibitor,Arrestin-AP2 inh,OPRM1-OPRD1 inv,DSG3 Ab inh,V-ATPase pH
CCCNc1nc2ccccc2c(=O)[nH]1,4,12,10,-9,-0.2,-4,33,1,98,0
Cc1ccc(O)c(C(CC(=O)N2CCCC2)c2ccccc2)c1 (configuration not stated),-1,-14,2,-11,-1.4,-8,6,9,99,0
Cc1ccc(Cl)cc1N1CCN(Cc2nc3ccsc3c(=O)[nH]2)CC1,6,-4,1,-16,-0.1,-1,10,0,104,0

# (more compounds)
SMILES,HTR5A ag ctr,PKA-R1A activ,PKA-R2B act,HTR5A inv ag,OPRM1-OPRD1 ag,DAGLB inhibitor,Arrestin-AP2 inh,OPRM1-OPRD1 inv,DSG3 Ab inh,V-ATPase pH
Cc1ccc(-c2cc(-c3ccccc3O)nc(N/N=C/c3cccnc3)n2)cc1,4,-7,0,-9,3.6,-1,1,-22,96,-3
CCOc1ccccc1N1CCN(C(=O)NC(C)c2ccc(F)c(F)c2)CC1 (configuration not stated),-1,-3,2,-11,1.2,1,-6,-6,126,0
O=C(NCc1ccc2c(c1)OCO2)c1cc(-c2cc(Cl)ccc2O)n[nH]1,9,-1,-10,8,-0.1,6,39,0,89,-1
NC(=O)c1nsc(C(=O)N(c2ccc3c(c2)OCO3)C(C(=O)NCC2CCCO2)c2ccc(F)cc2)c1N (configuration not stated),4,-3,6,-10,0.1,2,-1,0,x,-1
CC(C)N1CCC(N2CCN(C3CCCC3)CC2CCO)CC1 (configuration not stated),1,-2,-8,-2,0.4,-1,5,-2,109,-2
O=C(OCC(=O)N(C1CCCCC1)C1CCCCC1)c1ccc(O)cc1,1,-8,2,-2,-1.4,-1,-5,7,x,4
COc1ccc2c(COC(=O)[C@H](C)NS(=O)(=O)c3ccccc3F)cc(=O)oc2c1,1,-12,-2,-6,-0.3,0,8,1,124,-4
CC(C)CC(NC(=O)C1CCC(=O)N1)C(=O)NC(CC(C)C)C(=O)N1CCCC1C(N)=O (configuration not stated),-1,1,1,3,-0.6,-1,-4,3,118,0
COc1ccc(S(=O)(=O)N2CCCCCC2)cc1C(=O)Nc1cccc(C)n1,7,-7,-5,-18,-0.6,-5,10,4,96,-2
COc1cccc(C2C3=C(CC(C)(C)CC3=O)Nc3cc(OC)c(OC)cc32)c1 (configuration not stated),2,-4,7,2,-1.7,1,6,9,117,-1
COc1cc(N)ccc1NC(=O)c1cc2ccccc2o1,1,0,0,-3,-1.0,-1,4,5,105,0
CC(=O)N(c1cccc(Br)c1)c1nc(C)cc(C)c1C#N,-4,-2,3,-7,-4.6,-1,-1,24,97,0

# 6 consecutive compounds from above, quoted:
SMILES,HTR5A ag ctr,PKA-R1A activ,PKA-R2B act,HTR5A inv ag,OPRM1-OPRD1 ag,DAGLB inhibitor,Arrestin-AP2 inh,OPRM1-OPRD1 inv,DSG3 Ab inh,V-ATPase pH
O=C(NC(Cc1ccccc1)c1ccc2c(c1)OCCCO2)c1ccccc1 (configuration not stated),5,1,-7,-29,-3.4,-3,35,18,96,-8
CCOC(=O)CSC1=NC(=O)CS1,1,6,-11,-2,-0.9,-1,4,5,106,-5
Oc1ccc(-c2[nH]nc(-c3ccccc3)c2-c2nc3ccccc3[nH]2)cc1,-8,-14,-4,-11,-1.1,4,-1,6,105,-2
COc1ccc(NC(=O)CS(=O)(=O)c2ccc(F)cc2)cc1,1,5,-6,-4,-1.6,2,4,9,94,0
O=C(c1cnn2c(C(F)F)cc(-c3ccccc3)nc12)N1CCCc2ccccc21,-1,-10,0,-31,-2.8,1,-8,14,102,1
Cc1ccccc1CNC(=O)Cn1cnc(S(=O)(=O)N2CCCC2)c1,-2,-5,-1,-13,-1.4,-1,13,7,102,2

# Next entries
SMILES,HTR5A ag ctr,PKA-R1A activ,PKA-R2B act,HTR5A inv ag,OPRM1-OPRD1 ag,DAGLB inhibitor,Arrestin-AP2 inh,OPRM1-OPRD1 inv,DSG3 Ab inh,V-ATPase pH
Cc1cc(C)n(-c2nc(SCCN(C)C)c3c4c(sc3n2)CCCC4)n1,4,5,-5,-18,-3.6,2,23,20,102,-4
Brc1ccc(-c2csc(N/N=C/c3ccco3)n2)cc1,9,-8,3,-3,6.0,-1,12,-32,101,-2
CCOC(=O)c1c(NC(=O)C(=O)N/N=C/c2ccc(O)c(OC)c2)sc2c1CCCCC2,-5,-3,-8,15,1.8,3,-3,-12,103,8
COc1ccc(S(=O)(=O)Nc2cccc3c2O[C@@H](CN(C)Cc2ccc(C(=O)O)cc2)[C@@H](C)CN([C@H](C)CO)C3=O)cc1,0,5,4,23,-0.5,0,x,3,96,2
CCOC(=O)c1sc(NC(=O)C(C)C)c(C#N)c1C,4,3,4,7,-2.5,-3,-17,13,86,0
O=C(CNC(=O)c1ccc2c(c1)OCO2)N/N=C(Br)/C=C/c1ccccc1,-7,-7,1,17,-1.2,3,-16,6,108,6
Cc1coc2c(C)c3oc(=O)cc(-c4ccccc4)c3cc12,3,4,-2,-18,1.4,-4,-2,-7,102,4
Cc1cc2c(c(=O)n1C)C(Cc1ccccc1)C(C#N)=C(N)O2 (configuration not stated),-5,5,-5,12,-1.4,0,-5,9,x,6
CC1CCCCC1NC(=O)c1cccc(NC2=NC3CS(=O)(=O)CC3S2)c1 (configuration not stated),2,-1,4,-35,-1.2,0,4,7,90,3
CN(C)CCOC(=O)C1(c2ccccc2)CCCC1,-2,-4,-7,11,-1.6,3,0,9,109,0
NS(=O)(=O)c1ccc(S(=O)(=O)N2CCCC(c3ccccc3)C2)cc1 (configuration not stated),x,-16,-13,x,x,-3,x,x,112,4
CN(C)CCOC1c2ccccc2CSc2ccccc21 (configuration not stated),1,6,-6,-4,-2.4,-3,-18,12,117,0
